SRC1 TRFRET art = counter-screen for PPARgamma SRC-1 recruitment agonists: TR-FRET artefact; TR-FRET detection artefact counter-screen, emission ratio; stronger effect = higher value; AID 1051; TR-FRET ratio at 8 µM; actives 0.34% (n = 99,000); in the data active = TR-FRET ratio above about 2300; also: inactives centre near 1800; reference of the scale not given here
SRC3 TRFRET art = flags TR-FRET format artefacts in PPARgamma SRC-3 recruitment agonist screen; TR-FRET artefact counter-screen, PPARgamma/SRC-3 format; stronger effect = higher value; TR-FRET ratio at 8 µM; actives 0.39% (n = 99,000); in the data active = TR-FRET ratio above about 2000; also: inactives centre near 1600; reference of the scale not given here
The depositor's hits bear a star.

SMILES | SRC1 TRFRET art | SRC3 TRFRET art
CCN(CC)S(=O)(=O)c1cc(OCC(N)=O)c(C)cc1Cl | 1824 | 1695
O=C(c1cnc2sccn2c1=O)N(Cc1ccccc1)c1ccccn1 | 1849 | 1440
COc1ccc(OC(C)C(=O)NCCC2=CCCCC2)cc1 (centres undefined) | 1448 | 1501
COc1cc(/C=C/C(=O)O)cc(S(=O)(=O)NC2CC2)c1OC | 1687 | 1539
CC1CCN(Cc2ccc(NC(=O)C3CCN(c4nnc(-n5cccc5)s4)CC3)cc2)CC1 | 1964 | 1473
O=C(O)c1cc(-c2ccc(/C=N/N3C(=O)C4C5C=CC(CC5)C4C3=O)o2)ccc1Cl (centres undefined) | 1630 | 1548
CC(C)CC(C(=O)O)N1C(=O)C2C3CC(C2C1=O)C1C(c2ccccc2)c2sc(=O)[nH]c2SC31 (centres undefined) | 1677 | 1569
O=C(NC1CCCCC1)c1ccccc1C(F)(F)F | 1987 | 1580
CCOC(=O)c1c(C2CC2)csc1NC(=O)COC(=O)c1ccc[n+]([O-])c1 | 1817 | 1577
Cn1cccc1C(=O)NC(=O)COC(=O)CNC(=O)CNC(=O)c1ccc(Cl)cc1Cl | 1612 | 1521
CC1(N2CCCCC2)C(=O)c2ccccc2C1=O | 1820 | 1620
COc1ccc(Cl)cc1NC(=O)CN(C)Cc1ccc(OC)c(OC)c1 | 1606 | 1814
Cc1ccc(S(=O)(=O)Nc2ccc(Cl)cc2C(=O)c2ccc(F)cc2)cc1 | 1920 | 1716
O=C(N/N=C/c1cnc(N2CCCCC2)s1)c1ccc(Cl)cc1 | 1954 | 1706
Cc1ccsc1/C=C(/C#N)C(=O)NCc1ccccc1 | 2031 | 1783
O=C(COC(=O)C1=COCCO1)Nc1ccc(OC(F)F)cc1 | 1560 | 1397
CCOC(=O)c1sc(NC(=O)c2ccc3ncsc3c2)nc1C | 2004 | 1919
Cc1cccc(NCc2nnc(-c3ccccc3)o2)c1C | 1584 | 1632
COc1ccc(CNC(=O)CSc2nnc(C(F)(F)F)n2C)cc1 | 1856 | 1674
COc1ccc(N(C)S(=O)(=O)c2cccc(C(=O)NC3CCCCCC3)c2)cc1 | 1727 | 1627
COc1ccc(-c2ccc(-c3noc(-c4ccco4)n3)c(OC)n2)cc1 | 1762 | 1461
O=C(C[n+]1ccccc1)N/N=C/c1ccco1 | 1891 | 1647
S=C(Nc1ccc2c(c1)OCCO2)Nc1ccc2c(c1)OCO2 | 1776 | 1535
Cc1cc(C)c(S(=O)(=O)N2CCN(C(=O)N(C)C)CC2)c(C)c1 | 1879 | 1731
CCC(C)c1ccccc1OCCn1ccnc1 (centres undefined) | 1702 | 1665

Later entries
SMILES | SRC1 TRFRET art | SRC3 TRFRET art
CC(C)NS(=O)(=O)c1ccc2c(c1)NCC2 | 1896 | 1537
O=C(N/N=C/c1ccc(OCc2ccc(F)cc2)cc1)c1ccccc1 | 1644 | 1643
CC1(C)CNC(=O)CC(C)(C)N1 | 2204 | 1785
COc1ccccc1/C=C\C=N\n1c(-c2ccc(Cl)cc2)n[nH]c1=S | 1861 | 1607
O=C(c1ccco1)N1N=C(c2ccc(Br)cc2)CC1(O)C(F)(F)F (centres undefined) | 2287 | 1800
Cc1cc2nc(C3CCN(C(=S)NCCCOC(C)C)CC3)[nH]c2cc1C | 1299 | 1672
COC(=O)CC1C(=O)NCCN1C(=S)NC(=O)c1sc2ccccc2c1Cl (centres undefined) | 1667 | 1634
COc1ccc(CNC(=O)COc2ccc(C)nc2[N+](=O)[O-])cc1 | 1925 | 1794
COc1cccc(C2=NCCc3cc4c(cc32)OCO4)c1OC | 1702 | 1576
Cc1scc(-c2n[nH]c(=S)n2C(C)c2ccccc2)c1C (centres undefined) | 1777 | 1848
COc1ccc(-c2nnn(CC(=O)N(CC(=O)NC3CCCC3)c3ccccc3)n2)cc1OC | 1619 | 1531
COc1ccc2oc(=O)c(C(=O)C[n+]3cccc(C)c3)cc2c1 | 1596 | 1637
Cc1ccccc1C(=O)NN1C(=O)CSC1=S | 1991 | 1961
COc1cc(/C=N/NC(=O)c2cc3ccccc3cc2O)ccc1OCCN1CCCCC1 | 1951 | 1635
CCOC(=O)N1CCN(S(=O)(=O)c2ccc(F)c(C(=O)Nc3cccc(Cl)c3C)c2)CC1 | 1994 | 1637
CCOc1ccccc1NC(=O)C(NCC1CCCCC1)c1ccccc1 (centres undefined) | 1751 | 1444
CC(Oc1ccccc1)C(=O)N1CCN=C1SCc1ccccc1 (centres undefined) | 1698 | 1505
CCCCNC(=O)c1cc([N+](=O)[O-])[nH]n1 | 1715 | 1509
O=C(NC1CCCCC1)C(=S)N1CCOCC1 | 1677 | 1444
C/C=C(/C)C(=O)O[C@@H]1[C@H](OC(=O)C=C(C)C)c2c(ccc3ccc(=O)oc23)OC1(C)C | 1710 | 1760
Cc1ccc(C)c(NC(=O)COc2cccc3c2CCN(Cc2ccccc2C)C3=O)c1 | 1994 | 1627
c1ccc(Oc2cc(-n3cncn3)ncn2)cc1 | 1698 | 1595
O=C(Nc1cc(S(=O)(=O)N2CCOCC2)ccc1N1CCCCC1)c1cc(-c2ccccn2)nc2ccccc12 | 1592 | 1586
NC(=O)C1=C[C@H](c2ccc(Br)cc2)C[C@H](OCc2ccc(CO)cc2)O1 | 1678 | 1593
COC(C#CCCN(C)C)(c1ccccc1)c1ccccc1 | 1829 | 1474

Next section:
SMILES | SRC1 TRFRET art | SRC3 TRFRET art
CC(C)c1nc(SCC(=O)c2ccc(F)cc2)c2ccccc2n1 | 1922 | 1484
Cc1ccc(NC(=O)c2cc(C(=O)c3cc(Cl)ccc3O)cn(-c3ccc(C)cc3)c2=O)cc1 | 1973 | 1731
COc1ccc(N2CC(C(=O)N/N=C/c3ccc(C)cc3)CC2=O)cc1 (centres undefined) | 1649 | 1804
Cc1c(-c2ccccc2)oc2c(C(=O)OCC(=O)Nc3ccc(C(N)=O)cc3)cccc2c1=O | 1670 | 1558
O=C(COC(=O)c1ccc(Cl)nc1)NCc1ccc2c(c1)OCO2 | 1754 | 1753
COc1cc(/C=N/NC(N)=O)ccc1OCC(=O)Nc1ccc(C)c(C)c1 | 1959 | 1569
Cc1cc(C)nc(N/N=C/c2ccc3c(c2)OCCO3)n1 | 1785 | 1490
COC(=O)c1cc(C(=O)OC)n(Cc2ccc(C)cc2)c1C | 1958 | 1591
NC(=O)c1ccccc1N=Cc1ccc2ccccc2c1 | 1393 | 1470
Cc1cc(C)nc(N/N=C/c2sccc2C)n1 | 2072 | 1642
C=C(C)CNC(=S)N1CCN(C(c2ccccc2)c2ccccc2)CC1 | 1736 | 1551
CCC(=O)Nc1ccc2c(c1)nc(CN1CCCCC1)n2C | 2023 | 1809
CCOC(=O)C(=CNc1ccc(C#N)cc1)C(=O)OCC | 1556 | 1602
COc1ccc(CN2CC(C(=O)NCCCN3CCN(Cc4ccccc4)CC3)CC2=O)cc1 (centres undefined) | 1981 | 1551
CCOC(=O)CCCNC(=O)COC(=O)c1cc(Br)c(Br)s1 | 1964 | 1574
CC(Sc1nc(C(C)(C)C)cc(-c2ccccc2)c1C#N)C(=O)Nc1ccccc1 (centres undefined) | 2159 | 1549
NNc1nc(N)c2c(n1)-c1ccccc1CC21CCCC1 | 2195 | 1733
CCOC(=O)C1(Cc2ccccc2)CCCN(CCO)C1 (centres undefined) | 1899 | 1748
CSCCOC(=O)COc1ccc(/C=N/NC(=O)c2nn(C)cc2Cl)cc1 | 1949 | 1520
CCC(Sc1ncccc1C(=O)Oc1cccc([N+](=O)[O-])c1)C(=O)Nc1ccccc1OC (centres undefined) | 1808 | 1690
COc1ccc2cc(Br)ccc2c1CC(=O)N(C)C | 1574 | 1592
Cc1ccc(C(=O)Nc2cccc([N+](=O)[O-])c2)cc1S(=O)(=O)Nc1cccc(C(=O)O)c1 | 1884 | 1613
CC(=O)/C(=N\Nc1cccc(Cl)c1)Sc1cccc2cccnc12 | 1727 | 1771
C/C(=N\NC(=O)C(=O)Nc1ccc(C)c(Cl)c1)c1ccncc1 | 1725 | 1498
COc1ccc(NC(C)C(=O)Nc2cc(C(F)(F)F)ccc2N2CCOCC2)c(OC)c1 (centres undefined) | 1897 | 1310

Retrieved by structure from above:
SMILES | SRC1 TRFRET art | SRC3 TRFRET art
COc1cc(/C=N/NC(N)=O)ccc1OCC(=O)Nc1ccc(C)c(C)c1 | 1959 | 1569
C=C(C)CNC(=S)N1CCN(C(c2ccccc2)c2ccccc2)CC1 | 1736 | 1551
CCC(Sc1ncccc1C(=O)Oc1cccc([N+](=O)[O-])c1)C(=O)Nc1ccccc1OC (centres undefined) | 1808 | 1690
COc1ccc(NC(C)C(=O)Nc2cc(C(F)(F)F)ccc2N2CCOCC2)c(OC)c1 (centres undefined) | 1897 | 1310
NNc1nc(N)c2c(n1)-c1ccccc1CC21CCCC1 | 2195 | 1733
O=C(COC(=O)c1ccc(Cl)nc1)NCc1ccc2c(c1)OCO2 | 1754 | 1753
COc1ccc(CN2CC(C(=O)NCCCN3CCN(Cc4ccccc4)CC3)CC2=O)cc1 (centres undefined) | 1981 | 1551

Further compounds follow.
SMILES | SRC1 TRFRET art | SRC3 TRFRET art
Cc1cc(C)nc(SCCn2c(N3CCOCC3)nc3c2c(=O)[nH]c(=O)n3C)n1 | 1834 | 1817
CC(=O)Nc1sc(C)c(C)c1C(=O)OCC(=O)N(C)C1CCS(=O)(=O)C1 (centres undefined) | 1805 | 1660
O=C(CN1CCN(c2ccc(F)cc2)CC1)Nc1nnc(-c2ccccc2)s1 | 1595 | 1622
Cc1cccc(NCc2n[nH]c(=S)n2-c2ccccc2)c1 | 1608 | 1721
Cc1cc(C)c(Cn2cnc3ccccc32)c(C)c1 | 1937 | 1536
COc1cc(NC(=S)N2CCN(Cc3ccccc3)CC2)cc(OC)c1 | 1543 | 1329
COc1ccc(C(C(=O)NC2CCCCC2)N(C(=O)CCl)c2ccc(OC)cc2)cc1 (centres undefined) | 1957 | 1472
Cc1cc(OCC(=O)OCC(=O)Nc2cc(C(F)(F)F)ccc2N2CCOCC2)ccc1Cl | 1986 | 1518
CCC(OC(=O)c1ccco1)C(=O)NCc1ccc(C)cc1 (centres undefined) | 1928 | 1454
CC1=NCCN1S(=O)(=O)c1c(C(C)C)cc(C(C)C)cc1C(C)C | 1789 | 1432
CS(=O)(=O)N1CCC(Oc2ccccc2C(=O)NC2CCOC2)CC1 (centres undefined) | 1394 | 1557
CN(C)c1nc(N)nc(-c2ccco2)n1 | 1751 | 1353
Cc1occc1C(=O)NNC(=O)c1ccccc1Br | 1948 | 1740
CCCCOC(=O)CSCC(=O)N1N=C(c2cccs2)CC1c1ccc(F)cc1 (centres undefined) | 1584 | 1610
CCn1c(C)nc2cc(C(=O)OC)ccc21 | 1890 | 1374
COc1ccc(C(CNC(=O)/C=C/c2c(Cl)nc3ccccn23)N(C)C)cc1 (centres undefined) | 1951 | 1536
O=C(NNS(=O)(=O)c1cccc(Cl)c1)c1cc(-c2ccc(F)cc2)nc2ccccc12 | 1794 | 1510
S=C(c1ccc(-c2cc(Cl)ccc2Cl)o1)N1CCOCC1 | 1856 | 1466
COc1ccc(CN=C2NC(=O)CC(C(=O)Nc3ccc(Cl)cc3)S2)cc1 (centres undefined) | 1693 | 1550
CCCN1CNC(=S)N(c2ccccc2C)C1 | 1880 | 1694
CC(=O)Nc1ccc(S(=O)(=O)N2CCN(c3nnnn3-c3ccccc3)CC2)cc1 | 1904 | 1483
COC(=O)c1c(Oc2nc(OC)cc(OC)n2)cccc1Oc1nc(OC)cc(OC)n1 | 1896 | 1415
CCC(C(=O)NCc1cccnc1)c1ccccc1 (centres undefined) | 1553 | 1407
COc1ccc(/C=C2\COc3ccccc3C2=O)cc1OC | 1788 | 1880
Cc1[nH]n(-c2ccccc2)c(=O)c1N=Nc1ccc2c(c1)OCO2 | 1879 | 1769

The results go on.
SMILES | SRC1 TRFRET art | SRC3 TRFRET art
O=c1c2sccc2nc(SCc2cc(=O)n3ccccc3n2)n1Cc1ccccn1 | 2106 | 1514
CCOc1ccc(CCNS(=O)(=O)c2ccc3c(c2)NC(=O)CC(=O)N3)cc1OCC | 1423 | 1247
O=C(Nc1ccn(Cc2cccc3ccccc23)n1)c1cccnc1 | 1725 | 1580
CC1CN(C(=O)N2CCOCC2)CCN1C(=O)N1CCOCC1 (centres undefined) | 1606 | 1561
CCOC(=O)c1c(Cc2ccccc2)c[nH]c1C | 1655 | 1486
CC(C)(C)c1ccc(-c2nnc(SC3CCOC3=O)n2Cc2ccccc2)cc1 (centres undefined) | 1800 | 1639
CC(=O)Nc1ccc(NC(=O)CCn2cnnn2)cc1 | 1703 | 1619
Cc1ccc(CN2CCN(Cc3ccon3)CC2CCO)cc1 (centres undefined) | 1910 | 1406
N#CCCn1cc(C(=O)Nc2ccc(C(=O)O)cc2)c(-c2cccs2)n1 | 1672 | 1582
Cc1cc(C)nc(NC(=S)Nc2ccc(Br)cc2Cl)c1 | 1803 | 1590
COC(=O)c1[nH]c2cc(OC)ccc2c1NC(=O)CN1CCC(C(N)=O)CC1 | 1842 | 1668
CCOC(=O)c1ccc2c(c1)nc(SC/C(O)=C(\C#N)c1nc3ccccc3[nH]1)n2CC | 1878 | 1821
CCCN1C(=O)/C(=N\OCC(=O)NCC(F)(F)F)c2ccccc21 | 1739 | 1775
CCOc1ccc(/C(O)=C2/C(=O)C(=O)N(c3ncccn3)C2c2ccccc2)cc1 (centres undefined) | 1855 | 1717

Individual results from the list:
Reading for O=c1c2sccc2nc(SCc2cc(=O)n3ccccc3n2)n1Cc1ccccn1 in SRC3 TRFRET art: 1514
Reading for N#CCCn1cc(C(=O)Nc2ccc(C(=O)O)cc2)c(-c2cccs2)n1 in SRC1 TRFRET art: 1672

Rewritten as comma-separated lines: entries from further up.
smiles,SRC1 TRFRET art,SRC3 TRFRET art
COC(=O)c1[nH]c2cc(OC)ccc2c1NC(=O)CN1CCC(C(N)=O)CC1,1842,1668
N#CCCn1cc(C(=O)Nc2ccc(C(=O)O)cc2)c(-c2cccs2)n1,1672,1582
CCOc1ccc(CCNS(=O)(=O)c2ccc3c(c2)NC(=O)CC(=O)N3)cc1OCC,1423,1247
CCOC(=O)c1c(Cc2ccccc2)c[nH]c1C,1655,1486

Screens as filed in PubChem.

This is a subset; count on the stated rates, not on these rows.
